Tau fluor counter: counter-screen for tau fibril formation inhibitors | tau K18 P301L Alexa594 fluorescence, heparin fibrillization | Potency, µM (doses to about 57.7 µM), for inactives: at the top dose activity change, negative = decrease | 0.93% of 280,000 active; also: % is scaled to controls: 0 for no effect and ±100 for the full control effect; nearly all actives have a fitted effect of over 55% in size
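Human tau K18 P301L (15 uM unlabeled, 0.24 uM Alexa 594-labeled) in 100 mM sodium acetate pH 7 with 20 uM heparin, 6 hr at 37 C. ThT 30 uM added, 1 hr ambient; Alexa 594 FP and total fluorescence read at 555/632 nm.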
GAA spleen mod: inhibitors or activators of human alpha-glucosidase in spleen homogenate; P10253; human spleen homogenate, 4-MU-alpha-glucoside fluorescence; Potency, µM (series often up to 79.9 µM), without a hit: top-dose activity change, negative = inhibition, usual class: inhibitors; 0.006% of 240,000 active; AID 2112;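 also: 0% = enzyme with vehicle and -100% = no enzyme basal signal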
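Compounds were titrated against alpha-glucosidase in spleen homogenate at pH 5.0, with 1 mM 4-methylumbelliferyl substrate for 40 min at 37 C. Reactions were quenched with pH 10 NaOH/glycine and fluorescence measured.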
aGal spleen mod: inhibits or activates alpha-galactosidase in human spleen homogenate; human spleen homogenate, 4MU-alpha-Gal fluorescence, 40 min; Potency, µM (titrated, usually from 80 µM), inactives show top-dose activity change, negative = inhibition, most hits filed as inhibitors; 0.008% of 240,000 active;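 also: 0% = enzyme with vehicle and -100% = no enzyme basal signal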
Target sequence (P06280 32-429 limits assumed): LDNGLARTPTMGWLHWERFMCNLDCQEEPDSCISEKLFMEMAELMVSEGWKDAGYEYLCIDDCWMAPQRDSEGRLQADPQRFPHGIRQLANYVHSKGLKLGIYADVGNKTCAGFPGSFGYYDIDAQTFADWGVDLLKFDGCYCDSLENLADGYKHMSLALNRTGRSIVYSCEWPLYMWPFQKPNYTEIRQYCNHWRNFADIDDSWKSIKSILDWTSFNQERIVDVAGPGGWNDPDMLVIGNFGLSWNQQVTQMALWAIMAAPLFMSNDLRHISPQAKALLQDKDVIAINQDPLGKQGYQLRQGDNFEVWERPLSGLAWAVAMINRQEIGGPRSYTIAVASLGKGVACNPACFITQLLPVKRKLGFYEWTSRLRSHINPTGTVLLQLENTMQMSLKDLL
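Spleen homogenate 1 ug + cpd (titration) + 4-MU-alpha-D-galactopyranoside 1 mM; 37C 40 min; 50 mM citrate/phosphate pH 5.0, 0.01% Tween-20; stop pH 10; fluorescence 365/440; AC50 via Hill.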
GAA glycogen mod: inhibitors or activators of human alpha-glucosidase glycogen cleavage; P10253; recombinant GAA, glycogen substrate, Amplex Red glucose oxidase fluorescence; Potency, µM (series often up to 76.4 µM), for inactives: at the highest dose activity change, negative = inhibition, usual class: inhibitors; 0.38% of 300,000 active;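 also: 0% = full enzyme reaction and -100% = no-enzyme basal signal; the screen sought inhibitors and activators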
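Natural-substrate format: glycogen cleavage by 4 nM human enzyme, glucose read by Amplex Red coupling (Ex 573, Em 610 nm). Normalized to enzyme and no-enzyme controls.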
GAA inh: blocks human lysosomal alpha-glucosidase; P10253; purified human GAA, 4-MU-alpha-glucoside fluorescence; Potency, µM (series often up to 76.9 µM), for the others: at the top dose activity change, negative = inhibition, most hits filed as inhibitors; 0.005% of 200,000 active; AID 1466;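 also: plate controls were uninhibited enzyme wells for no effect and no-enzyme background for full effect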
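AC50 values come from Hill fits of compound titrations (up to 77 uM) against 4 nM human enzyme. Substrate 4-methylumbelliferyl-alpha-D-pyranoside at 400 uM, pH 5.0 citrate buffer, 20 min room temperature; fluorescence Ex 365/Em 440 after alkaline stop.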
Tau fibril FP: inhibitors of human tau fibril formation. K18 P301L tau heparin fibrillization, Alexa594 FP, 6 h. AID 1468. P10636. 0.39% of 280,000 active. Potency, µM (series often up to 57.7 µM), for the others: top-dose activity, negative = inhibition, usual class: inhibitors; also: % is scaled to controls: 0 for no effect and ±100 for the full control effect; nearly all actives have a fitted effect of over 55% in size
Target sequence (P10636 561-689 P618L limits assumed): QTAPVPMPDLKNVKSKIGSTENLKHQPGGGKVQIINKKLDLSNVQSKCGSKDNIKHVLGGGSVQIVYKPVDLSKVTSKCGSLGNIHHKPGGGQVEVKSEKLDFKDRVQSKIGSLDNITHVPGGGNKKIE
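Read-out: fluorescence polarization of Alexa 594-labeled tau (0.24 uM), 555 nm excitation, 632 nm emission. Mixtures held 15 uM unlabeled K18 P301L, compound and 20 uM heparin, pH 7 acetate buffer, incubated 6 hr at 37 C.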
HTT cytoprotect: Huntington cell model cytoprotection by ATP luminescence | PC12 HTT-Q103 induced, cytoprotection, ATP luminescence, 40 h | Potency, µM (top dose mostly 56.4 µM), without a hit: cytoprotection (ATP increase), most hits filed as activators | 0.14% of 230,000 active | AID 1471;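 also: % of control where 0% means no effect; nearly all actives have a fitted effect of over 45% in size; toxic huntingtin expression switched on by the ecdysone agonist tebufenozide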
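ATP quantification (ATPlite) reports survival of PC12 cells in which tebufenozide, 100 nM final, switches on Htt exon 1 with 103 glutamines linked to GFP; compounds are titrated.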
Tau ThT inhib: blocks human tau fibril formation measured by thioflavin T; recombinant tau K18 P301L, heparin-induced fibrillization, ThT fluorescence; Potency, µM (top dose mostly 57.4 µM), for the others: at the top dose activity, negative = inhibition, hits mostly inhibitors; 2.1% of 270,000 active; also: % is scaled to controls: 0 for no effect and ±100 for the full control effect; nearly all actives have a fitted effect of over 55% in size
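Fibril formation assay: tau K18 P301L at 15 uM with trace Alexa 594 label, heparin inducer 20 uM, pH 7 sodium acetate buffer, 37 C for 6 hr; endpoint ThT signal.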
Active calls of the source: *; ? = inconclusive; · = not tested or not shown; [ ] = another dose, or the depositor's remark. Calls follow the shape of the dose curve; as a rule, active = well fitted curve in the direction sought with a large enough effect; inconclusive = small, poorly fitted or top-dose-only effect, or another doubt; inactive = no such curve, though single readings can be large; an effect the other way counts as inactive or inconclusive. Potency is read from the fitted curve at half-maximal effect.

entry | Structure | HTT cytoprotect | GAA spleen mod | Tau fibril FP | GAA glycogen mod | GAA inh | aGal spleen mod | Tau fluor counter | Tau ThT inhib
1 | CCCCNC(=O)c1ccc(CS(=O)(=O)Cc2ccccc2F)o1 | -31.3%[inhibitor] | 5.2% | 4.5% | -6.5% | 3.5% | 7.6% | -2.7% | 2.9%
2 | Cc1ccc(-c2noc(C3CCCN(C(=O)c4c(F)cccc4F)C3)n2)cc1 (stereo not drawn) | -35.2% | -8.6% | 2.6% | -6.4% | -5.4% | -19.2% | -15.0% | -10.2%
3 | Cc1ccccc1-c1n[nH]c(=S)n1/N=C/c1ccc(-c2ccccc2Br)o1 | 2.3%[10 µM] | -10.4% | -9.6% | -8.1% | -3.8% | 0.3% | -27.5% | -7.9%
4 | CC1(C)CC(NC(=O)CCC2CCCC2)CC(C)(C)N1 | 4.2%[0.074 µM] | -3.3% | 5.9% | 2.2% | ? | 0.6% | 6.7% | 12.4%
5 | Cc1cc(SCC(=O)c2ccc3c(c2)OCO3)nc2ccccc12 | -2.4%[10 µM] | 0.5% | -13.3% | 3.0% | ? | 1.7% | ? | ?
6 | CCc1cccc(C)c1NC(=O)C1=C(C(=O)O)CCCC1 | -22.4% | 0.9% | -4.5% | -0.6% | -2.3% | 8.2% | -2.5% | 1.4%
7 | CC(C)c1nc2ccc(C(=O)O)cc2[nH]1 | 6.7% | -2.4% | -2.2% | -2.3% | 1.6% | -1.8% | -6.5% | -5.3%
8 | COc1ccc(OC)c(NC(=O)Cn2c(=O)n(Cc3ccco3)c(=O)c3cc(OC)c(OC)cc32)c1 | · | · | 1.5% | 5.1%[76.3 µM] | · | · | -20.8% | -2.4%
9 | Cc1ccc(C)c(NS(=O)(=O)c2ccc(OCC(=O)N3CCOCC3)cc2)c1 | 4.9%[0.074 µM] | -5.5% | 1.4% | -19.8% | -0.3% | -7.7% | -2.5% | -6.1%
10 | O=C(N/N=C/c1cc(Br)c(Br)o1)c1cccnc1 | 23.2%[1.9 µM] | -0.2% | -11.3% | -23.2% | -7.3% | 4.2% | -16.5% | ?
11 | Cc1noc(C)c1S(=O)(=O)N1CCC(C(=O)N(C)Cc2ccccc2)CC1 | -3.8% | -0.8% | -2.2% | -4.3% | -5.3% | 6.3% | -3.5% | -7.7%
12 | O=C(NCCCn1ccnc1)c1cc(-c2ccc3c(c2)OCO3)on1 | -5.5% | -4.8% | -0.1% | 0.8% | 0.9% | -3.7% | 8.3% | -0.9%
13 | CCC(=O)c1ccc(OCC(=O)NC2(C#N)CCCCC2)cc1 | -44.4%[inhibitor] | -6.4% | 7.4% | 0.8% | 3.7% | -1.7% | -9.3% | -5.2%
14 | Cc1ccc(C(C(=O)NC2CCCC2)N(Cc2ccco2)C(=O)CCC(=O)Nc2ccccn2)cc1 (stereo not drawn) | -7.7% | -18.0% | -3.3% | -1.0% | -1.2% | 6.8% | 2.5% | -8.8%
15 | Cc1ccc(NC(=O)CCC(=O)NNC(=O)CCc2ccccc2)c(C)c1 | -35.9%[inhibitor] | 2.1% | 6.1% | 8.6% | 4.5% | -1.3% | 5.9% | -0.8%
16 | CCOC(=O)c1[nH]c2cc(OC)c(OC)cc2c1NC(=O)c1ccc2c(c1)OCO2 | -32.3% | -5.7% | 9.2% | -11.9% | 5.4% | 3.7% | -17.2% | 2.4%
17 | Cc1c(C(=O)N2CCc3ccccc32)cnn1C | · | 1.9% | 2.0% | 5.9% | -2.2% | -4.2% | 7.0% | 2.3%
18 | OCCOCCNc1ncnc2c1cnn2-c1ccc(Cl)cc1 | -2.5% | 5.0% | -6.1% | 1.3% | -6.1%[15.4 µM] | -23.1% | -15.9% | -20.3%
19 | COc1ccc(/C=C2\SC(=O)N(CC(=O)NCCC(C)C)C2=O)cc1OC | 15.3%[10 µM] | 5.7% | -7.0% | 0.9% | · | 16.8% | -7.7% | -5.6%
20 | COc1ccc(-c2cn3nc(N4CCC(C(=O)Nc5cc(Cl)ccc5OC)CC4)sc3n2)cc1 | · | · | 2.8% | 8.4%[76.3 µM] | · | · | -28.4% | ?
21 | CC(C)(O)C#Cc1ccc(C(=O)NCCC(=O)O)s1 | · | 10.1% | -7.8% | 12.3% | -4.4% | 5.5% | -4.6% | -3.8%
22 | COCCNC(=O)CSCc1c(F)cccc1Cl | -4.6%[0.074 µM] | -12.3% | -6.2% | 4.5% | ? | -2.8% | 6.3% | 9.9%
23 | O=C(c1ccc2c(c1)OCO2)N(c1ccc(Cl)cc1)C1C=CS(=O)(=O)C1 (stereo not drawn) | -1.8% | 0.0% | 5.6% | 3.9% | -4.2% | 3.0% | 4.6% | 4.4%
24 | Cc1ccc(N2C(=O)CN(Cc3sccc3C)C2=S)cc1C | 1.3%[10 µM] | -1.3% | -1.7% | -15.7% | -9.2% | 0.6% | -20.0% | -10.6%
25 | CC(C)c1nc2sc3c(NCc4ccccc4)ncnc3c2c2c1COC(C)(C)C2 | 16.4% | -6.5% | -3.7% | 26.6% | -2.9% | 0.4% | -19.9% | -5.6%
26 | O=C(CNC(=O)c1ccccc1)NCC(=O)OCc1ccc(Cl)cc1 | 10.6% | -11.6% | 3.3% | 5.5% | 0.5% | -11.0% | -2.1% | 5.4%
27 | Cc1cccc(S(=O)(=O)c2cn(C)c3cc(N4CCC(C)CC4)c(F)cc3c2=O)c1 | · | · | 7.5% | 13.7%[76.3 µM] | · | · | 2.1% | 6.3%
28 | CCn1c(=O)c2cc(C(=O)N3CCOCC3)sc2c2ccccc21 | -24.8% | -1.1% | -1.2% | -1.2% | 1.5% | -6.6% | -10.9% | -7.1%
29 | CC1CN(S(=O)(=O)c2ccc(C(=O)Nc3ccc(S(=O)(=O)Nc4nccs4)cc3)cc2)CC(C)O1 (stereo not drawn) | -0.5%[10 µM] | -4.0% | -9.5% | -2.1% | -0.5% | -14.3% | -28.1% | -1.1%
30 | Cc1ccc(-c2csc3n[nH]c(=S)n23)cc1 | -8.2%[10 µM] | -4.0% | -1.6% | ? | -8.7% | -0.8% | -12.7% | ?
31 | Cc1cnc(C(=O)Nc2nnc(C)s2)cn1 | -7.6% | -4.1% | -7.9% | -5.5% | -4.9% | -11.4% | -7.7% | -8.7%
32 | CC(CN1C(C)CCCC1C)OC(=O)c1ccc(Cl)cc1Cl (stereo not drawn) | 14.6% | -1.6% | -4.5% | -14.3% | -9.2% | -8.7% | -4.3% | 5.2%
33 | O=C(Cc1ccc(Cl)c(Cl)c1)OCCN1CCCC1 | 0.4%[1.9 µM] | -5.8% | 7.6% | · | · | 5.2% | 2.9% | -2.8%
34 | Cn1cnnc1SCc1ccc(C(=O)N=Nc2c(O)n(C)c3ccccc23)cc1 | 2.5%[10 µM] | 5.3% | -1.8% | -12.5% | -10.9% | 4.6% | -12.5% | ?
35 | COc1ccc(/C=N/N2C(=O)CSC2=S)cc1 | -5.7% | -2.3% | -2.4% | ? | -4.6% | 3.2% | -12.6% | ?
36 | CCCCn1c(N)c(-c2nc3ccccc3s2)c2c([N+](=O)[O-])nn(CC)c(=O)c21 | -3.0% | 2.6% | 15.4% | -1.0% | 0.5% | 4.6% | ? | ?
37 | CCOc1ccccc1C(=O)N1CCN=C1SCc1cccnc1 | 3.6% | -3.6% | -6.5% | -16.3% | -7.4% | -1.8% | -6.9% | -16.3%
38 | COc1cccc(C(=O)Nc2ccc3oc(-c4cccc5c(Br)cccc45)nc3c2)c1 | · | · | ? | -10.9%[76.3 µM] | · | · | -18.1% | ?
39 | Nc1nc2ccccc2nc1N | 4.1%[10 µM] | 4.1% | 11.8% | 11.8% | ? | -4.9% | -9.9% | ?
40 | CC(C)=CCN1CCN(Cc2ccc3nsnc3c2)CC1CCO (stereo not drawn) | 5.5%[10 µM] | -8.3% | -3.1% | 2.1% | · | 0.5% | -8.5% | -2.8%
41 | CCCCN1C2CCCC1CC(NC(=O)c1ccc(OC)c(OC)c1)C2 (stereo not drawn) | 6.7% | -2.3% | -1.0% | 2.1% | -1.6% | 2.5% | -4.4% | -11.8%
42 | Cc1cc(OCc2cccc(Cl)c2)c(C)cc1CN1CCOCC1 | 1.12µM* | -3.2% | -3.4% | 9.9% | -7.6% | -3.6% | -6.9% | -9.6%
43 | Cc1cccc(C(=O)NC(=S)Nc2ccc(Cc3ccncc3)cc2)c1 | -47.1%[inhibitor] | 6.1% | 6.0% | -13.1% | -1.6% | -7.4% | -20.1% | ?
44 | N/C(=N\OC(=O)Cc1ccccc1[N+](=O)[O-])c1cccc(Br)c1 | 2.9% | -16.5% | -2.7% | -16.4% | -3.1% | ? | 2.8% | -11.4%
45 | CCCS(=O)(=O)N1CCCC(C(=O)NCCCN2CCN(c3ccc(F)cc3)CC2)C1 (stereo not drawn) | 6.3% | 0.8% | -0.4% | 5.9% | 6.0% | 0.8% | 0.1% | 2.7%
46 | CC(=O)Nc1ccc2nc(NC(=O)COc3ccccc3)sc2c1 | -24.9% | -2.7% | -0.1% | -3.5% | 6.8% | 4.4% | -16.0% | ?

2 records drawn at random from the list so far, as already listed:
entry | Structure | HTT cytoprotect | GAA spleen mod | Tau fibril FP | GAA glycogen mod | GAA inh | aGal spleen mod | Tau fluor counter | Tau ThT inhib
37 | CCOc1ccccc1C(=O)N1CCN=C1SCc1cccnc1 | 3.6% | -3.6% | -6.5% | -16.3% | -7.4% | -1.8% | -6.9% | -16.3%
39 | Nc1nc2ccccc2nc1N | 4.1%[10 µM] | 4.1% | 11.8% | 11.8% | ? | -4.9% | -9.9% | ?

Structural class, those above with a COOH group.
entry | Structure | HTT cytoprotect | GAA spleen mod | Tau fibril FP | GAA glycogen mod | GAA inh | aGal spleen mod | Tau fluor counter | Tau ThT inhib
6 | CCc1cccc(C)c1NC(=O)C1=C(C(=O)O)CCCC1 | -22.4% | 0.9% | -4.5% | -0.6% | -2.3% | 8.2% | -2.5% | 1.4%
7 | CC(C)c1nc2ccc(C(=O)O)cc2[nH]1 | 6.7% | -2.4% | -2.2% | -2.3% | 1.6% | -1.8% | -6.5% | -5.3%
21 | CC(C)(O)C#Cc1ccc(C(=O)NCCC(=O)O)s1 | · | 10.1% | -7.8% | 12.3% | -4.4% | 5.5% | -4.6% | -3.8%

Assay outcomes: PubChem BioAssay, National Center for Advancing Translational Sciences (NCATS)
